High-throughput results from PubChem BioAssay.
CHT PAM: CHT positive allosteric modulators, primary screen, cell-based, membrane potential dye, choline EC20. B-score at 10 µM. 0.49% of 310,000 active. CHT-expressing cells; hits give high values; LV-AA mutant CHT in HEK293 cells. AID 488977, 2010;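 active = initial fluorescence not abnormally high and integrated response B-score, plate-corrected, over 3 SD above library mean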
Target sequence (Q9GZV3 whole entry, looked up): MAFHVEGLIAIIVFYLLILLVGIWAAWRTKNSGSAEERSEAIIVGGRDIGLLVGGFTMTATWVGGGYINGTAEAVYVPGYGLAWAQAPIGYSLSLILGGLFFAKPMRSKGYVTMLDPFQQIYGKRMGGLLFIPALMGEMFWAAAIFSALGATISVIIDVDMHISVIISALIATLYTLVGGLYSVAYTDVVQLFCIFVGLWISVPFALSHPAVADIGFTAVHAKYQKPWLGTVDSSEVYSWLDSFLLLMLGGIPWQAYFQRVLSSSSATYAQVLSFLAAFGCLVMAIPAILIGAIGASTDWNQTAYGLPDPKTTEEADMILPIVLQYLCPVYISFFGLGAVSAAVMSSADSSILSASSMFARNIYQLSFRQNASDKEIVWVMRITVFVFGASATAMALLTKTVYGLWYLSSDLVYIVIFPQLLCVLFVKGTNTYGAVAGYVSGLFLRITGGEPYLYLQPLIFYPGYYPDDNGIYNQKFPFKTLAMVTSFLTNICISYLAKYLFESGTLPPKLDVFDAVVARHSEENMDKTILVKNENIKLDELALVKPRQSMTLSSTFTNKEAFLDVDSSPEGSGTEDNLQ
CHT inh: inhibitors of human choline transporter CHT; AID 488975, 2010; 0.86% of 310,000 active; CHT-expressing cells, membrane potential dye, choline response; hits give low values; High affinity choline transporter 1 (Homo sapiens), Q9GZV3; B-score at 10 µM;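 active = B-score over 3 SD under the library average, and starting fluorescence ratio not unusually high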;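 note: choline stimulus applied at its EC90 after an EC20 pre-addition; B-score computed on integrated fluorescence ratio after choline addition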
Starred values were filed as active, the others as inactive; i = inactive. Not a hit list; any-hit rate near 1.4%.

SMILES	CHT PAM	CHT inh
CC(=O)NC(=S)Nc1ccc(S(=O)(=O)N(C)Cc2ccccc2)cc1	i	i
Cc1ccc2c(C)nc(N/C(N)=N/S(=O)(=O)c3ccc([N+](=O)[O-])cc3)nc2c1	i	i
C(=C\c1ccccc1)/CSc1nnc(-c2cccnc2)o1	i	i
COc1ccc(OC)c(NC(=S)N2CCC(C(O)(c3ccccc3)c3ccccc3)CC2)c1	i	i
COC(=O)c1ccccc1NC(=O)c1cc(C2CC2)on1	i	i
CC1CC(C)CN(C(=O)c2ccc(C(=O)c3ccccc3)cc2)C1 (centres undefined)	i	i
Cc1nn2c(NCc3cccnc3)c3c(nc2c1-c1ccccc1)CCC3	i	i
Cc1ccccc1CN(c1ccc(C(=O)N/N=C/c2ccc(OCC(N)=O)cc2)cc1)S(C)(=O)=O	i	i
N/C(=N\OC(=O)c1cccs1)c1cccc(Br)c1	i	i
Cc1ccc(Cl)cc1N(CC(=O)NCc1ccccc1)S(C)(=O)=O	i	i
O=C1NC(=S)N/C1=C\c1cccnc1	i	i
CCOc1cc(/C=N/n2cnnc2)ccc1O	i	i
Cn1cc(S(=O)(=O)N2CCCC2)cc1C(=O)N1CCN(c2cccc(Cl)c2)CC1	i	i
O=C(NCCS(=O)(=O)c1ccc(Br)cc1)c1ccc(Cl)cc1Cl	i	i
O=C(CN(Cc1ccc(Br)cc1)S(=O)(=O)c1ccccc1)NCc1ccncc1	i	i
O=C(N/N=C/CCc1ccccc1)C1CCCCC1	i	i
O=C(OCC(=O)N1CCN(c2ccccc2)CC1)c1cnc(Cl)c(Cl)c1	i	i
Cc1nn(C)c(C)c1C1C(C#N)=C(N)OC2=C1C(=O)CCC2 (centres undefined)	i	i
CCOC(=O)N1CCN(S(=O)(=O)c2ccc(C)cc2)C1	i	i
COc1cc(NC(=O)c2sc3ncn(CC(=O)N4CCC(C)CC4)c(=O)c3c2C)cc(OC)c1OC	i	i
CCOC(=O)C(=NC1CCS(=O)(=O)C1)NNc1cc(Cl)ccc1Cl (centres undefined)	i	i
COc1ccc(C(=O)CN2C(=O)NC3(CCCCCC3)C2=O)c(OC)c1	i	i
Fc1ccc(CNn2cnnc2SCc2ccc(F)cc2)cc1	i	i
CCC/C(C)=N/NC(=O)c1ccccc1O	i	i
COc1ccc(N(CC(=O)Nc2ccc(OC)cc2OC)S(=O)(=O)c2ccccc2)cc1	i	i
CCC1C(=O)n2nc(-c3ccccc3)cc2N=C1C (centres undefined)	i	i
O=C(Nc1ccccc1Cl)c1cccc(NC(=O)c2cccs2)c1	i	i
Cc1ccc(-c2nc(SCC(=O)NCC3CCCO3)c(-c3ccc(C)cc3)[nH]2)cc1 (centres undefined)	i	i
O=C1C=CC(=O)N1c1ccc(OC(F)F)cc1	i	i
O=C(CSc1nc2ccccc2c(=O)n1CCCC(=O)N1CCCC1)NCc1ccco1	i	i
CCOC(=O)c1c(NC(=O)CSC(=S)N(C)C)sc(C)c1C	i	i
Cc1ccc(S(=O)(=O)NNC(=O)Nc2ccc([N+](=O)[O-])cc2)c(C)c1	i	i
Cc1ccc(-c2[nH]nc3c2C(c2ccccc2OC(=O)N2CCOCC2)C(C#N)=C(N)O3)cc1 (centres undefined)	i	i
O=S(=O)(c1cccc2nsnc12)N1CCc2ccccc2C1	i	i
Cc1ccc(C)c(NC(=O)c2cc(C)nc3ccccc23)c1	i	i
COCCCNC(=O)c1c(N)n(-c2ccc3c(c2)OCO3)c2nc3ccccc3nc12	i	i
CCN(CC)CCCN=Cc1c(O)n(-c2cccc(C)c2)c(=O)c2ccccc12	i	i
CCOC(=O)/C(C)=N/NC(=O)c1ccc([N+](=O)[O-])cc1	i	i
O=C(O)c1ccc(CSc2nnc(-c3cccnc3)n2-c2ccc(Br)cc2)cc1	i	i
Cc1cc(C)cc(NC(=S)N2CCN(C(=O)c3ccco3)CC2)c1	i	i
CC(C)Oc1ccc(S(=O)(=O)N2CCOCC2)cc1NC(=O)c1ccc(N2CCCC2=O)cc1	i	i
CNc1c(NS(=O)(=O)c2ccc(F)cc2)c(=O)oc2ccccc12	i	i
CC(NC(=O)Nc1ccc(Cl)cc1)c1ccccc1 (centres undefined)	i	i
CCOC(=O)C1CCN(C(=O)CSc2ccccc2Cl)CC1	i	i
Cc1cc(NC(=O)c2cc(Cl)ccc2Cl)no1	i	i

An excerpt from above in order of length of the SMILES, lowest first.
SMILES	CHT PAM	CHT inh
C(=C\c1ccccc1)/CSc1nnc(-c2cccnc2)o1	i	i
CCOC(=O)c1c(NC(=O)CSC(=S)N(C)C)sc(C)c1C	i	i
CC1CC(C)CN(C(=O)c2ccc(C(=O)c3ccccc3)cc2)C1 (centres undefined)	i	i
O=C(NCCS(=O)(=O)c1ccc(Br)cc1)c1ccc(Cl)cc1Cl	i	i
COc1ccc(C(=O)CN2C(=O)NC3(CCCCCC3)C2=O)c(OC)c1	i	i
O=C(O)c1ccc(CSc2nnc(-c3cccnc3)n2-c2ccc(Br)cc2)cc1	i	i

Exported with bars between the fields: entries from further up.
compound | CHT PAM | CHT inh
CCOC(=O)C1CCN(C(=O)CSc2ccccc2Cl)CC1 | i | i
Cc1cc(C)cc(NC(=S)N2CCN(C(=O)c3ccco3)CC2)c1 | i | i
Cc1ccc(C)c(NC(=O)c2cc(C)nc3ccccc23)c1 | i | i
CCOC(=O)/C(C)=N/NC(=O)c1ccc([N+](=O)[O-])cc1 | i | i
Cc1ccc(-c2[nH]nc3c2C(c2ccccc2OC(=O)N2CCOCC2)C(C#N)=C(N)O3)cc1 (centres undefined) | i | i
Cc1ccc(S(=O)(=O)NNC(=O)Nc2ccc([N+](=O)[O-])cc2)c(C)c1 | i | i
CNc1c(NS(=O)(=O)c2ccc(F)cc2)c(=O)oc2ccccc12 | i | i

(continued)
SMILES	CHT PAM	CHT inh
CC(=O)c1ccc(N2CCN(C(=O)c3cc(C)on3)CC2)cc1	i	i
NC(N)=NS(=O)(=O)c1ccc(NC(=S)NC(=O)/C=C/c2ccccc2)cc1	i	i
Cc1c(Cl)cccc1N/C(SCC(=O)N1CCCCCC1)=C(/C#N)c1nc2ccccc2s1	i	i
Cc1ccc(S(=O)(=O)N2CCC(C(=O)NCCC3=CCCCC3)CC2)cc1C	i	i
COc1ccccc1/C=C1\CCCC2=C1Nc1nnnn1C2c1ccccc1OC (centres undefined)	i	i
CCOC(=O)c1nc(NCc2ccccc2F)c2ccccc2n1	i	i
O=C(NC(C(=O)O)c1ccccc1)c1ccc(S(=O)(=O)N2CCOCC2)cc1 (centres undefined)	i	i
Cc1occc1C(=O)Nc1cccc(C(=O)NCc2ccccc2)c1	i	i
COc1ccccc1N(CC(=O)NC1CCCC1)S(=O)(=O)c1ccc(C)cc1	i	i
Cc1ccccc1C1CC(c2cccs2)=NN1S(C)(=O)=O (centres undefined)	i	i
Cc1nn2c(-c3ccncc3)ccnc2c1Br	i	i
CCCCCNc1nc2sc3c(c2c(=O)n1-c1cccc(Cl)c1)CCN(C)C3	i	i
COCC(=O)Nc1nnc(SCC(=O)NCc2cccs2)s1	i	i
Cn1c(=O)c(=O)n(C)c2cc(N3CCOCC3)c(NS(=O)(=O)c3ccc([N+](=O)[O-])cc3)cc21	i	i
CC(=O)c1cccc(NC(=S)NCCC2=CCCCC2)c1	i	i
O=S(=O)(NC1CCCCCCC1)c1cccs1	i	i
CCCc1nnc(NC(=O)C(CC)OC(=O)c2cc(C)nc3ccccc23)s1 (centres undefined)	6.3*	i
O=C(C1CCCN1S(=O)(=O)c1cccc2nsnc12)N1CCCCC1 (centres undefined)	i	-9.8*
CCc1nn(CCCC(=O)Nc2ccc(C)cc2C)c(=O)c2cc3occc3n12	i	i
COc1ccc(-c2nc(CNS(=O)(=O)c3ccc(OC)c(OC)c3)cs2)cc1	i	i
CC(=O)NCCn1c(SCC(=O)NCCc2ccc(S(N)(=O)=O)cc2)nc2ccccc2c1=O	i	i
CN(C)CC(=O)c1c[nH]c2ccccc12	i	i
Cc1ccc(Cl)cc1NC(=O)Cn1cccc1	i	i
COc1cc(C=C(c2nc3ccccc3s2)c2nc3ccccc3s2)cc(OC)c1O	i	i
Cc1sc(N2C(=O)C3C4C=CC(C4)C3C2=O)c(C#N)c1C (centres undefined)	i	i
Cc1ncoc1C(=O)Nc1ccc2c(c1)OCCO2	i	i
Cc1cccc(CCNC(=O)CCc2nnc(CCc3ccccc3)o2)n1	i	i
O=C(Nc1ccccc1)Nc1ccccc1C(=O)NCCCN1CCOCC1	i	i
CCOC(=O)c1ccc(Nc2nnc(C(C)(C)C)c(=O)[nH]2)cc1	i	i
CCCC(=O)c1ccc2c(c1)OCCO2	i	i
CCCCc1cc(=O)oc2cc(OCC(=O)N[C@@H](Cc3ccccc3)C(=O)O)ccc12	i	i
CCCC(=O)N(C1CC(C)C(C#N)(C#N)C1(C#N)C#N)N(C)C (centres undefined)	i	i
O=C(CCC(=O)N1CCN(c2ccccc2F)CC1)N1CCN(c2ccc(F)cc2)CC1	i	-5.4*
O=C(C1CC(c2ccc(F)cc2)=NO1)N1CCN(c2ccccc2)CC1 (centres undefined)	i	i
CN1CCCC1CCNS(=O)(=O)c1ccc(Br)cc1 (centres undefined)	i	i
CCCc1nnc(NC(=O)C2CC(=O)N(C3CCCC3)C2)s1 (centres undefined)	i	i
Cc1nc(CSc2ccc(Cl)cc2)cc(NCc2ccccc2)n1	i	i
Cn1c(Oc2ccc(Cl)cc2)c(C=O)c2ccccc21	i	i
CCCCCC1CCC(C(=O)NNC(=S)NCC)CC1 (centres undefined)	i	i
COCCNC(=O)c1ccccc1NC(=O)c1ccc(OC)c(OC)c1	i	i
Fc1ccc(NC(=S)N/N=C/c2cccc(Br)c2)c(F)c1	i	i
COCCn1c(SCc2ccccc2Cl)nc2c1c(=O)[nH]c(=O)n2C	i	i
O=C(CCCN=C1NS(=O)(=O)c2ccccc21)OCc1ccc(F)cc1	i	i
O=C(O)c1ccc(-n2c(=O)c3ccccc3c3ccccc3c2=O)cc1	i	i
CC1=NN(C(C#N)c2ccc(F)cc2)C(c2ccccc2)C1 (centres undefined)	i	i
Cc1cc(-c2cc(N)n(-c3ccccc3)n2)c(C)n1C1CCCC1	i	i
C=CCSc1nnc(NC(=O)c2nc(SCC)ncc2Cl)s1	i	i
O=C1CCCC(O)=C1C=Nc1cccc(C(F)(F)F)c1	i	i
Cc1ccc(C(=O)NCc2ccc(F)cc2)cc1NC1=NC2CS(=O)(=O)CC2S1 (centres undefined)	i	i
CCC(=O)Nc1c(C)ccc2nsnc12	i	i
CCOc1ccc(N2C(=O)CC(N3CC(C)OC(C)C3)C2=O)cc1 (centres undefined)	i	i
CCc1ccc(CNC(=O)c2ccc(OC3CCN(C(C)=O)CC3)c(OC)c2)nc1	i	i
Cc1nc(NC(=O)c2c(-c3ccccc3)noc2C)sc1C(=O)N(C)C	i	i
O=C(NC(=S)N1CCN(c2ccc(F)cc2)CC1)c1cccs1	i	i
CCCCCOC(=O)C1=C(C)NC(=O)NC1c1ccc([N+](=O)[O-])cc1 (centres undefined)	i	i
Cc1ccc(Oc2ncccc2NC(=O)CCCC(=O)O)c2c1CCC2	i	i
CC1(C)CC(=O)c2cnc(NC(=O)CSC(=S)N3CCCCC3)nc2C1	i	i
c1ccc2c(-n3cnnn3)cccc2c1	i	i
CC(=O)c1c[nH]c(C(=O)NCC2CCCO2)c1 (centres undefined)	i	i
COc1ccc(OC)c(NC(=O)CN2C(=O)c3ccccc3S2(=O)=O)c1	i	i

Going on with the list:
SMILES	CHT PAM	CHT inh
Cc1ccccc1NC(=O)c1c(C)[nH]c(=S)c(C#N)c1-c1ccc(Cl)cc1	i	i
Cc1ccc(S(=O)(=O)N2CCC(C(N)=O)CC2)c(C)c1C	i	i
O=C(NCCC1CCCCN1S(=O)(=O)c1ccc(Cl)cc1)C(=O)NCc1cccnc1 (centres undefined)	i	i
CCOCCCNC(=O)CCCOc1ccccc1	i	i
Cc1ccccc1S(=O)(=O)Cc1ccc(C(=O)N2CCN(c3ncccn3)CC2)o1	i	i
CCOc1ccc(NC(=O)CCC(=O)c2ccc(OC)cc2)cc1	i	i
O=C(c1ccccc1F)N1CCN(Cc2ccccc2F)CC1	i	i
CC1CC(C)CN(c2ccc(C(=O)OCC(=O)NC3CCCc4ccccc43)cc2[N+](=O)[O-])C1 (centres undefined)	i	i
CCOC(=O)c1[nH]c(C)c(C(=O)NC2CCCCC2)c1C	i	i
COc1ccccc1N1C[C@@H]2C[C@@H](c3ccco3)N3CCC[C@@]23C1=O	i	i
CC(C(=O)NC1CCCCCC1)c1ccc([N+](=O)[O-])cc1 (centres undefined)	i	i
c1coc(CNc2ncnc3nc[nH]c23)c1	i	i
O=C1CC(c2ccc(F)cc2)Sc2ccccc2N1 (centres undefined)	i	i
COc1ccc(CCNCC(=O)N2C(C)CCCC2C)cc1OC (centres undefined)	i	i
CCC(=O)Nc1cccc(-c2nc3ccccc3o2)c1	i	i
C#Cc1ccc([C@@H]2C=C(C(=O)O)O[C@H](OCCCCO)C2)cc1	i	i
O=C1CCN(Cc2ccc(O)cc2)CCN1[C@H](CO)c1ccccc1	i	i
O=C(CN1C(=O)S/C(=C\c2ccccc2F)C1=O)NCCCn1ccnc1	i	i
CCCSC1=C(C#N)C(c2ccc(Cl)cc2Cl)CC(=O)N1 (centres undefined)	i	i
CCOC(=O)C1CCCN(Cc2nc(N)nc(Nc3ccccc3OC)n2)C1 (centres undefined)	i	i
Cc1ccc(N(CC(=O)N/N=C/c2cccnc2)S(=O)(=O)c2ccccc2)cc1	i	i
O=C(CSc1ccccc1)N1CCN(S(=O)(=O)c2ccccc2)CC1	i	i
CC1CC(C)CN(C(=O)Cn2c(=O)n(CCCCC(=O)NC3CCCC3)c(=O)c3ccccc32)C1 (centres undefined)	i	i
COc1cccc(C(=O)OCCCN(C)C)c1	i	i
